# TSG101-PTAP inh = blocks PTAP/TSG101 interaction to inhibit HIV-1 budding. Q99816. AID 493005. 340,000 tested, under 10 active. Potency, µM (highest dose often 115 µM), for inactives: at the top dose activity change, negative = inhibition, most hits filed as inhibitors. Fluorescence polarization, FITC-PTAP peptide / Tsg101 binding; active = well fitted inhibition curve with a large enough effect in the main read-out, with a control signal flat, not every such curve was filed as active; inconclusive = small, poorly fitted or top-dose-only effect, or effect the other way, or a change in a side signal; inactive = no such curve, though single readings can be large or run the other way; note: potency is the fitted concentration of half-maximal effect; % of control where 0% means no effect
# Target sequence (Q99816 whole entry, looked up): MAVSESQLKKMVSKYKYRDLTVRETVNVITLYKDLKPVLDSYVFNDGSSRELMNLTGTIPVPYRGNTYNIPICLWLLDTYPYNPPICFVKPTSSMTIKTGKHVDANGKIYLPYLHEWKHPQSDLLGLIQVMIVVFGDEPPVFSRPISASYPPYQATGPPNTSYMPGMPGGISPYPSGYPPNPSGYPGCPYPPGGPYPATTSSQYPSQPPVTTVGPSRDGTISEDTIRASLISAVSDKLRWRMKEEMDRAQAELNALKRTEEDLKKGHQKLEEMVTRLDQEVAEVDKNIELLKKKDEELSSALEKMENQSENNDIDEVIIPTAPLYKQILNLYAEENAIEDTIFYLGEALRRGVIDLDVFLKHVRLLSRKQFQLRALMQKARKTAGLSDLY
#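 Steps: Tsg101 binding domain dispensed (10 uM final), compounds pinned in DMSO, FITC-labeled PTAP-motif peptide added (50 nM final); after 20 min binding at room temperature, polarization measured.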
# Eya2 phos inh = Eya2 (human) phosphatase inhibition. O00167. recombinant Eya2, OMFP fluorescence dephosphorylation (OMFP is methylfluorescein phosphate). Potency, µM (top dose mostly 76.9 µM), for inactives: at the highest dose activity, negative = inhibition, hits mostly inhibitors. 330,000 compounds, 0.006% hits; note: potency is the fitted concentration of half-maximal effect; % is set by controls: 0 for no effect and ±100 for the full control effect
#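 Eya2 protein (added as 0.2 uM solution) was preincubated with compound for 10 min at ambient temperature in 50 mM HEPES pH 7.5, 50 mM NaCl, 5 uM MgCl2, 0.05% BSA, 1 mM DTT. OMFP (added at 50 uM) then reacted 10 min; fluorescence read at 485/525 nm.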
# USP2a inh = blocks human ubiquitin-specific protease USP2a | Potency, µM (series often up to 38.3 µM), for the others: at the top dose activity change, negative = inhibition, hits mostly inhibitors | AID 463254 | 330,000 compounds, 0.01% hits | USP2 core, Ub-CHOP2 coupled fluorogenic reporter, 485/531;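 note: potency is the fitted concentration of half-maximal effect; plate controls were DMSO wells for no effect and full inhibition by NEM control for full effect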
# Target sequence (O75604 whole entry, looked up): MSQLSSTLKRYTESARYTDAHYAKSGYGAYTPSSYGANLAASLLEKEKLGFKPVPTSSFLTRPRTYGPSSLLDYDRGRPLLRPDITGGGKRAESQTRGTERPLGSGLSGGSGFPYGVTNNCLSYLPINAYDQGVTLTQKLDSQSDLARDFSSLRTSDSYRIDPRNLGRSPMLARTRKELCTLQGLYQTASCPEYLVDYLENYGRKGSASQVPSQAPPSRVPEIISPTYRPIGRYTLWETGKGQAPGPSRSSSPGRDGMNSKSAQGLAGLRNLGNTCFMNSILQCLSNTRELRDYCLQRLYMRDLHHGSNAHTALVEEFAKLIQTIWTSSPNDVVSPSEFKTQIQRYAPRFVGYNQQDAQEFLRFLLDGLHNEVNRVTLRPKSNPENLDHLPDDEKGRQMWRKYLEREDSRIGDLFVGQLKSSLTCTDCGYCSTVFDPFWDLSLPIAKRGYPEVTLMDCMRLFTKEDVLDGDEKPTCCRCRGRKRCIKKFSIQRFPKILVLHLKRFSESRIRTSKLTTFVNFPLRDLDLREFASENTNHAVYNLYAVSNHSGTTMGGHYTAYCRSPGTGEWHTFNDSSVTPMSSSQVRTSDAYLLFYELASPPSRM
#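 Cell-free coupled assay: 10nM USP2 core preincubated 30min RT with compound in Tris-HCl pH 8.0/CaCl2/CHAPS buffer, then 25nM Ub-CHOP2 and 25nM reporter substrate; fluorescence (Ex 485/Em 531) read after 60min RT, normalized to NEM inhibition, concentration-response curves fitted.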
# TCR activator = T cell receptor activation | primary human leukocytes, anti-CD3, IL-2 HTRF, 48 h | Potency, µM (top dose mostly 9.22 µM), inactives show at the highest dose activation of IL-2 secretion, actives largely listed as activators | 330,000 tested, under 10 active; note: % of control where 0% means no effect
#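 Using a-CD3 beads without co-stimulation, primary human leukocytes were exposed to compounds for 48 hr. An HTRF IL-2 kit measured the cytokine, with europium-to-d2 energy transfer producing emission at 665nm upon 320nm excitation.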
# B2AR arrestin = recruits beta-arrestin to the human beta2-adrenergic receptor; P07550; beta-arrestin recruitment to beta2AR, cell-based reporter; Potency, µM (titrated, usually from 46.1 µM), for the others: at the top dose activation, actives largely listed as activators; 330,000 compounds, 0.02% hits; AID 492947;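 note: potency is the fitted concentration of half-maximal effect; 0% = DMSO controls and full agonism = EC100 isoproterenol or metaproterenol; nearly all actives have a fitted effect of over 65% in size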
# Chronic BCR inh = inhibitors of chronic active B-cell receptor signaling; 340,000 compounds, 0.05% hits; ABC-DLBCL IkBa-CBG/CBR reporter, luminescence ratio, 4 h; Potency, µM (titrated, usually from 46.1 µM), for inactives: at the highest dose ratio change, negative = lower green/red ratio, most hits filed as inhibitors; active = well fitted inhibition curve with a large enough effect in the signal ratio, with a control signal flat, not every such curve was filed as active; inconclusive = small, poorly fitted or top-dose-only effect, or effect the other way, or a change in a side signal; the % refers to the signal ratio;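 note: potency is the fitted concentration of half-maximal effect; plate controls were basal doxycycline-induced cells for no effect and cells given 10 µM MG132 for full effect; MG132 reads +100%, hits lower the ratio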
#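 Doxycycline induced both beetle luciferases in TMD8 lymphoma cells; IKK-driven degradation limits the IkappaBalpha-fused green signal, while red luminescence normalises for cell number and nonspecific effects. Compounds tested up to 46 uM, 4 hrs.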
# Mito fusion act = mitochondrial division inhibition or fusion activation; S. cerevisiae fusion-defective mutant growth rescue, CellTiterGlo 48 h; Potency, µM (highest dose often 46.1 µM), for inactives: at the top dose growth rescue (activation), usual class: activators; 320,000 compounds, 0.23% hits;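 note: potency is the fitted concentration of half-maximal effect; % of control where 0% means no effect; nearly all actives have a fitted effect of over 45% in size; temperature-sensitive fusion mutants such as fzo1-1 at 37 °C on non-fermentable ethanol glycerol medium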
#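 S. cerevisiae fusion-defective temperature-sensitive mutants (e.g. fzo1-1, mgm1-5) grown 48 h at 37C in YPEG (ethanol/glycerol non-fermentable) medium with 23 nl compound per well; growth rescue read as CellTiterGlo luminescence.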
# ELG1 repair inh = inhibitors of ELG1-dependent DNA repair in HEK293T cells; HEK293T ELG1-luciferase reporter, luminescence, 16 h; DNA damage induced by 5-fluorouridine; Potency, µM (series often up to 46.1 µM), without a hit: top-dose activity change, negative = inhibition, hits mostly inhibitors; 330,000 compounds, 2.3% hits; note: potency is the fitted concentration of half-maximal effect; % is set by controls: 0 for no effect and ±100 for the full control effect; nearly all actives have a fitted effect of over 55% in size
#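 Cells (2,000 per well) received 5-fluorouridine plus test compound or DMSO and were incubated 16 hr at 37 °C, 5% CO2. Luciferase activity was read by luminescence 30 min after ONE-Glo addition; signal suppression marked inhibition of damage-induced ELG1 function.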
# TSHR antag = blocks TSH signaling through the human TSH receptor; TSHR-expressing cells, TSH-stimulated cAMP HTRF, 2 h; stronger effect = lower value; AID 504810; activity change, negative = inhibition, % at 11.5 µM; P16473; 330,000 compounds, 0.2% hits;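 active = activity change below a set negative limit, meaning inhibition stronger than a set level, cut at about -70% in these data; inconclusive = activity change between two set negative limits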; note: % is set by controls: 0 for no effect and ±100 for the full control effect
#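 TSHR-expressing cells, 200/well, pre-treated with compound, then stimulated with EC80 TSH (4nM final) for 2 hours at 37 deg C. cAMP measured by competitive HTRF: anti-cAMP cryptate antibody in lysis buffer plus cAMP-d2, read after 30 minutes at room temperature.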
# Tb PFK inh = T. brucei PFK enzyme inhibition | 330,000 compounds, 0.17% hits | Potency, µM (top dose mostly 57.5 µM), without a hit: at the top dose activity, negative = inhibition, hits mostly inhibitors | AID 485367 | O15648 | T. brucei PFK, ADP-Glo luminescence;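 note: potency is the fitted concentration of half-maximal effect; 0% = uninhibited 1x PFK enzyme wells and -100% = no-enzyme wells; nearly all actives have a fitted effect of over 60% in size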
#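 In TEA buffer at pH 8.0 with 5 mM MgCl2, enzyme (1.25 nM) converted F6P (0.5 mM) and ATP (0.1 mM) for 45 min at room temperature. ADP product was read by luciferase luminescence.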
# uPA surface inh = blocks generation of uPA at the cell surface. cell surface uPA generation assay, qHTS. Potency, µM (highest dose often 38.3 µM), without a hit: at the highest dose activity change, negative = inhibition, usual class: inhibitors. 330,000 compounds, 0.31% hits. AID 540303; active = well fitted inhibition curve with a large enough effect; inconclusive = small, poorly fitted or top-dose-only effect; inactive = no such curve, though single readings can be large or run the other way; tested in mouse RAW 264.7 cells; note: potency is the fitted concentration of half-maximal effect; % is set by controls: 0 for no effect and ±100 for the full control effect; nearly all actives have a fitted effect of over 55% in size
# * = called active by the depositor; ? = inconclusive; nt = not tested or not shown; [ ] = remark or other dose. Unless noted, calls come from the whole dose curve; as a rule, active = well fitted curve in the direction sought with a large enough effect; inconclusive = small, poorly fitted or top-dose-only effect, or another doubt; inactive = no such curve, though single readings can be large; an effect the other way counts as inactive or inconclusive. Compounds were not picked by outcome. About 3% of those tested had a hit in this group.
SMILES,TSG101-PTAP inh,Eya2 phos inh,USP2a inh,TCR activator,B2AR arrestin,Chronic BCR inh,Mito fusion act,ELG1 repair inh,TSHR antag,Tb PFK inh,uPA surface inh
CCOC(=O)N1CCC(N2C(=O)c3ccccc3C2Nc2cc(OC)c(OC)c(OC)c2)CC1 (configuration not stated),0.5%,0.9%,5.2%,3.3%[46.1 µM],-1.1%,-20.1%,-1.1%,?,-19.4,-2.9%,?
COc1cccc(N2CCN(CC(=O)C34CC5CC(CC(C5)C3)C4)CC2)c1,-5.1%,-21.3%,0.1%,2.3%,0.0%,?,1.5%,-5.0%,-9.1,-5.2%,10.6%
C=CCc1cc2c(oc(=O)c3ccccc32)c(C)c1O,-0.9%,-1.7%,0.0%,nt,0.3%,?,?,23.5%,-27.4,4.3%,-1.4%
O=C(COC(=O)c1ccccc1C(=O)c1ccccc1)NCCc1ccccc1,0.3%,-7.8%,6.2%,0.0%[46.1 µM],0.2%,8.0%,18.0%,-3.7%,-8.6,-6.6%,-2.1%
CC(C)(C)c1nnc2cccc(Cl)n12,-5.8%,-0.3%,11.1%,7.2%,0.0%,9.0%,-2.2%,-26.9%,-6.7,-4.0%,2.2%
O=C(N1CCOCCOc2ccccc2OCCOCC1)C(F)(F)F,-4.4%,5.2%,-1.7%,7.5%,0.5%,0.7%,3.0%,-5.6%,-3.4,-3.4%,-10.3%
Cc1ccc(S(=O)(=O)Cc2ccc(C(=O)N3CCCCCC3)o2)cc1,-4.4%,16.9%,-0.5%,-32.1%,0.1%,?,1.8%,-7.6%,-5.0,1.3%,-1.8%
CCN(CC)c1ccc(N2C(=O)/C(=C\c3cccnc3)SC2=S)cc1,-11.9%,-11.0%,2.2%,0.5%,0.7%,0.5%,-1.4%,?,-6.1,2.6%,-2.3%
O=S(=O)(c1cccc(NC(=S)N2CCN(c3ccccc3)CC2)c1)C(F)F,0.3%,-11.5%,0.5%,-5.3%[46.1 µM],-0.4%,?,-5.1%,-20.5%,-10.4,0.0%,-1.2%
O=C(N/N=C/c1ccc(Cl)cc1Cl)c1ccc(-n2cnnn2)cc1,-2.2%,-7.3%,2.9%,nt,0.3%,-1.1%,-0.4%,22.1%,7.5,-6.1%,4.1%
Cc1ncsc1C(=O)O,-4.0%,4.3%,1.3%,3.6%,-0.1%,-0.1%,-1.2%,10.9%,10.0,-3.8%,3.5%
O=C(CSc1cc(Cl)ccc1Cl)NC1CCCc2ccccc21 (configuration not stated),2.7%,1.7%,-0.2%,-0.9%[46.1 µM],-0.2%,1.9%,18.0%,1.4%,-8.6,-3.5%,-19.6%
CC1(C)Cc2c(sc(NC(=O)c3ccc(S(=O)(=O)N4CCCCCC4)cc3)c2C(N)=O)C(C)(C)N1,0.5%,-0.1%,4.5%,1.1%,-0.2%,7.0%,-1.4%,0.0%,0.5,0.6%,5.1%
CCN(CC)c1ccc(N)cc1S(=O)(=O)Nc1ccc(OC)cc1,2.7%,6.1%,-4.7%,1.9%,0.3%,6.7%,4.9%,0.0%,-0.7,-1.2%,2.4%
CCCCOc1ccc(/C=C/C2=CC(C)(C)NC(=S)N2)cc1OCC,0.1%,-2.0%,0.0%,-7.8%,11.6%,-12.0%,0.4%,-14.7%,-8.7,-7.6%,-1.0%
Cc1ccc2nc(-c3ccc(SCC(=O)Nc4nnc(C)s4)nc3)[nH]c2c1,-4.2%,1.3%,-0.2%,-1.8%[46.1 µM],-0.5%,?,-3.8%,?,7.2,-0.7%,-20.9%
COc1ccc(/C=C(\NC(=O)c2ccc(C)cc2)C(=O)NCCCn2ccnc2)cc1,1.8%,-16.5%,-0.3%,0.3%,-0.4%,4.6%,-0.1%,-0.2%,8.1,11.6%,-1.4%
CCN(CC)CC#CCC1(O)c2ccccc2-c2ccccc21,-0.5%,0.0%,1.4%,4.2%,-0.7%,-3.1%,-1.9%,2.1%,-2.7,0.5%,4.4%
CCCCC(CC)C(=O)NCc1ccccc1OC (configuration not stated),-1.5%,9.1%[15.4 µM],3.7%,-5.0%,0.1%,7.3%,2.4%,-5.4%,-1.2,-1.6%,-1.2%
COc1cc(/C=C(/C#N)c2ccccc2)ccc1Oc1ccc([N+](=O)[O-])cn1,2.7%,6.8%,-7.4%,0.1%,-0.1%,-0.5%,?,?,-17.6,-6.4%,nt
CCN(CC(=O)Nc1cc(Cl)ccc1C)C(=O)c1cc(S(=O)(=O)N2CCCCCC2)ccc1OC,-2.8%,9.9%,0.0%,9.4%,-0.3%,-2.7%,4.9%,?,2.5,20.2%,-3.9%
COC(=O)c1scc(C)c1NC(=O)c1ccccc1F,0.1%,7.6%,0.0%,4.0%,-0.6%,?,5.6%,21.8%,-7.4,1.7%,11.3%
Cc1noc(C)c1C(=O)OCC(=O)Nc1ccc(N2CCOCC2)cc1,-8.0%,-6.0%,3.4%,1.3%,-0.2%,2.6%,nt,?,nt,-2.1%,-11.8%
CCC1(c2ccccc2)NC(=O)N(CC(=O)N(C)CC(=O)Nc2cccc(F)c2)C1=O (configuration not stated),-2.7%,4.2%,1.1%,-1.9%,-0.9%,-1.5%,-0.3%,9.9%,-7.8,1.2%,-6.4%
O=C1N=C(N2CCN(c3cccc4ccccc34)CC2)S/C1=C/c1cccs1,-4.7%,-17.5%,3.0%,4.3%,-0.1%,?,?,8.2µM*,-8.7,-8.0%,0.9%
CS(=O)c1ccccc1-c1nc(-c2ccc(Cl)cc2)no1 (configuration not stated),-0.8%,7.1%,0.0%,22.8%,-0.3%,?,0.3%,?,8.0,-3.9%,0.9%
COc1ccc(CCN2C(=O)C3C4CC(C5C(C(=O)NN)=NOC45)C3C2=O)cc1OC (configuration not stated),-1.0%,-8.0%,0.4%,2.9%,-0.1%,?,-0.4%,0.6%,7.3,-4.5%,10.6%
Nc1nnc(SCc2cccc(C(F)(F)F)c2)s1,-8.7%,-4.2%,0.0%,4.9%,-0.7%,-1.2%,8.2%,?,-31.4,-16.7%,-11.4%
O=C(c1ccc(Br)s1)N1CCCC1,-3.9%,-16.2%,4.6%,-6.2%,0.2%,15.8%,16.5%,9.3%,16.3,0.6%,nt
O=C(C[n+]1cc(-c2ccccc2)n2c1CCC2)OCc1ccccc1,-2.4%,3.4%,4.1%,-1.4%[46.1 µM],-0.2%,?,3.6%,16.5%,-9.7,3.0%,-0.1%
Cc1cc(Cl)ccc1OCC(=O)Nc1ccccc1N1CCOCC1,-3.1%,9.7%,1.9%,11.2%,0.4%,0.8%,-6.3%,10.9%,-5.7,4.6%,2.5%
O=C(Nc1nccs1)c1ccc(-c2ccc(Cl)cc2Cl)o1,1.6%,5.8%,4.1%,-0.7%[46.1 µM],-0.9%,?,2.4%,?,-12.2,2.6%,4.4%

# Source: PubChem BioAssay
